ssDAF-12 act – activates DAF-12 receptor from parasite S. stercoralis; HEK293 ssDAF-12/GRIP1 lit1-tk-luc reporter, luminescence; % of 3 µM dafachronic acid response; activation, % at 6.8 µM; 1% of 370,000 active; AID 652126;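 active = activation above the mean over all tested compounds plus 3 SD, cut at about 0.9% in these data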;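 note: 0% = DMSO-only wells and 100% = 3 µM delta7-dafachronic acid wells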
GAA850 FXN act – frataxin GAA850 promoter activation; 0.56% of 360,000 active; HEK293 lucGAA850 FXN promoter luciferase reporter, 24 h; percent of 10 µM SAHA response; AID 540364; activation, % at 6 µM;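 active = activation above the average of all compounds screened plus 3 SD, cutoff fixed separately per campaign, cut at about 7.5% in these data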;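 note: 0% = DMSO wells and 100% = 10 µM SAHA wells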
hgDAF-12 ag – hgDAF-12 agonism, primary luciferase screen; AID 687014; activation, % at 6.8 µM; 1.8% of 370,000 active; HEK293 GAL4-hgDAF12 UAS-luciferase reporter, agonist luminescence; normalized to butyrate control;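 active = activation above a cutoff set at the mean of all screened compounds plus 3 SD, cut at about 10% in these data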;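 note: 0% = DMSO wells and 100% = sodium butyrate wells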
hcDAF12 agonist – H. contortus DAF-12 activation, primary screen. HEK293 hcDAF-12 lit1-tk-luc reporter, luminescence; 0% DMSO, 100% Δ7-dafachronic acid. activation, % at 6.8 µM. 1.4% of 370,000 active. AID 652067;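 active = activation above the mean of all tested compounds plus 3 SD, cut at about 5.5% in these data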;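 note: 100% = response to 3 µM Δ7-dafachronic acid high control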
PG9 binder – small molecules binding HIV-1 gp120 antibody PG9; TR-FRET gp120-PG9 antibody binding; inhibition, % at 6.7 µM; 0.43% of 360,000 active; in the data active = inhibition above about 8.5%
ADAM10 inh – ADAM10 inhibition, QFRET primary screen; O14672; recombinant ADAM10, EDANS/DABCYL FRET peptide cleavage, 3 h; inhibition, % at 7 µM; 0.62% of 370,000 active;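 active = inhibition above a per-campaign cutoff equal to the mean of compounds falling between control-based bounds plus 3 SD, cut at about 20% in these data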;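 note: 0% = DMSO wells while the 100% control is not disclosed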
GC-A act – GC-A (human) enzyme activation. P16066. HEK293 GC-A cells, cGMP TR-FRET, EC30 ANP; 0% at EC30 ANP, 100% saturating ANP. activation, % at 10 µM. 0.14% of 370,000 active; in the data active = activation above about 40%
DAX1 inh-1 – inhibitors of human orphan nuclear receptor DAX1 (NR0B1). 0.99% of 340,000 active. HEK293 Gal4-DAX1 luciferase reporter, luminescence. AID 504766. inhibition, % at 6.75 µM;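 active = inhibition above the mean over all tested compounds plus 3 SD, cut at about 4.2% in these data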;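 note: 0% = DAX1-transfected cells with DMSO and 100% = empty-vector control cells with DMSO; inhibition shows as a rise in luminescence from relieved DAX1 repression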
Target sequence (P51843 207-470 limits assumed): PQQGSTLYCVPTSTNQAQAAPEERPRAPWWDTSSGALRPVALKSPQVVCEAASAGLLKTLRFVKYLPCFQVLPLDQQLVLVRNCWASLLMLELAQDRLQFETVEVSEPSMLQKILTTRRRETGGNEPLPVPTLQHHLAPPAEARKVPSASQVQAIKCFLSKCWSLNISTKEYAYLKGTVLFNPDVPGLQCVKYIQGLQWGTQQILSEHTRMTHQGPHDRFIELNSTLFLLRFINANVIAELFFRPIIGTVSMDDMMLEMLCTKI
ADAM17 inh – inhibitors of human ADAM17; P78536; recombinant ADAM17, EDANS/DABCYL FRET peptide cleavage; inhibition, % at 6.95 µM; 0.83% of 370,000 active;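 active = inhibition above the mean of compounds lying between control limits plus 3 SD, set per campaign, cut at about 8.5% in these data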;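 note: 0% = DMSO-only wells as the low control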
Target sequence (P78536 215-824 limits assumed): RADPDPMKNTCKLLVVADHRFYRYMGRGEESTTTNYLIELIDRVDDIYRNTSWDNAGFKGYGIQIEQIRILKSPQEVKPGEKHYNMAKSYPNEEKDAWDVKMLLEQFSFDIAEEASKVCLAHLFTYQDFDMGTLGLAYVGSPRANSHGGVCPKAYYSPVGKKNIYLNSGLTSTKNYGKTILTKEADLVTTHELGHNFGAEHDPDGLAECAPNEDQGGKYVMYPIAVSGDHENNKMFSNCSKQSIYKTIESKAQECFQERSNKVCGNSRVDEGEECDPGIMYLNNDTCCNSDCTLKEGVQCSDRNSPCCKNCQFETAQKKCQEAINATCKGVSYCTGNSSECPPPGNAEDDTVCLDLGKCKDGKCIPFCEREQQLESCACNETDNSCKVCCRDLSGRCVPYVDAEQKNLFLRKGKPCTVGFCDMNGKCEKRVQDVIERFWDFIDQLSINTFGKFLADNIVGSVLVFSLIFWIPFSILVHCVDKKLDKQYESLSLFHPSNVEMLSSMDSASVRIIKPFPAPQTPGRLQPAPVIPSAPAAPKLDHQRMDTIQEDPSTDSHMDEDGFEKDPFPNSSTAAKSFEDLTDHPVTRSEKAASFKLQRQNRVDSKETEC
DAX1 inh-2 – blocks DAX1 repression of SF-1 activated StAR promoter; inhibition, % at 6.8 µM; 1.1% of 370,000 active; HEK293T StAR-luciferase reporter, SF-1/DAX-1 repression relief; AID 652010;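 active = inhibition above the mean over all tested compounds plus 3 SD, cut at about 3.6% in these data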;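 note: 0% = DAX-1 cells with DMSO and 100% = cells lacking DAX-1 with DMSO; higher inhibition means more luminescence from relief of DAX-1 repression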
SMARCA2 act – SMARCA2 function activation, primary screen | MG213 cells, MMTV-luciferase reporter, dexamethasone, overnight | activation, % at 9.1 µM | 1% of 370,000 active; in the data active = activation above about 7.8%;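 note: 0% = vehicle wells and 100% = reference activator wells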
* marks the source's active call; other numbers are inactive results; / = not tested or not shown; & = joins results of further samples.

SMILES	ssDAF-12 act	GAA850 FXN act	hgDAF-12 ag	hcDAF12 agonist	PG9 binder	ADAM10 inh	GC-A act	DAX1 inh-1	ADAM17 inh	DAX1 inh-2	SMARCA2 act
Cc1ccc(C)c(Cn2c(=O)n(CCC(=O)NCc3ccco3)c(=O)c3sccc32)c1	-0.9	-4.7	-1.0	-1.8	12*	-1	-6	-1.3	0	-0.5	-2
COCc1c(C(=O)N/N=C/c2ccncc2)nnn1-c1nonc1N	-0.7	2.7	-0.8	-1.2	-0.3	-12	-4	1.6	-1	0.3	-3
Nc1ncn([C@@H]2O[C@H](CO)[C@@H](O)[C@H]2O)c(=O)n1	-1.6	-12	-7.9	-4.0	-2.1	2	5	-4.3	2	-4.0	0
CC1(C)Cc2ccccc2-c2nnc(C(F)(F)F)n21	-1.2	0.2	3.0	-1.6	-1.6	1	-3	-1.3	2	0.0	-2
c1ccc(-n2nnnc2Sc2ncnc3sc4c(c23)CCCC4)cc1	-1.2	-3.4	1.5	-1.4	-0.2	-10	5	-0.2	-4	0.2	-1
O=C(Nc1ccc(-c2cn3c(n2)SCC3)cc1)c1ccco1	-1.1	3.8	7.1	1.6	-2.5	9	-10	-0.6	-2	0.5	14*
C=CCc1ccccc1OCC(O)CN1CCN(c2ccccc2OC)CC1 (stereo not drawn)	-1.5&-1.4	-2.2&-2.9	2.4&1.4	1.3&-1.3	0.2&-2.0	2&5	-4&1	-0.1&-0.1	-2&2	0.0&-0.6	-1&-2
CCOc1ccccc1NC(=O)CN1CCN(Cc2ccccc2)CC1	-0.7	-0.7	-0.1	-2.8	-1.8	-1	-1	1.1	-3	-0.4	0
CCOc1ccc(N(CC(=O)NCc2ccccc2)C(=O)CCC(=O)Nc2nccs2)cc1	-1.6	-0.8	-0.2	-1.2	0.9	-10	1	1.2	-2	-0.9	-1
CC(C)CNC(=O)C(=O)Nc1cc2c3c(c1)C(C)C(=O)N3CCC2 (stereo not drawn)	-1.1	5.2	0.2	1.2	-0.9	-9	-1	1.4	-5	-0.1	-3
Cc1ccccc1NC(=S)N1CCN(c2ccccc2C)CC1	0.1	-1.6	-0.5	-2.2	-0.1	-6	-1	2.1	0	0.2	-2
CCOC(=O)Nc1ccc2c(c1)N(C(=O)CCN1CCN3CCCC3C1)c1ccccc1CC2 (stereo not drawn)	-0.9	-0.5	1.4	0.2	-0.5	-13	0	-1.5	-9	0.6	0
CCS(=O)(=O)N1CCCC(C(=O)NC2CCC(C)CC2)C1 (stereo not drawn)	-1.3	0.4	0.5	2.0	0.8	1	1	0.6	-6	0.8	1
O=C(Nc1ccccc1)Nc1nnc([C@H]2C[C@H](O)[C@@H](CO)O2)s1	0.2	3.4	5.7	2.6	-0.7	-2	4	/	-3	1.0	-2
NC(=O)c1cc(S(=O)(=O)NCc2ccccc2)cs1	-1.3	0.1	-1.4	-0.3	-0.8	1	4	0.5	-1	-1.1	-1

Entries of single compounds, looked up by structure. Order of screens: ssDAF-12 act | GAA850 FXN act | hgDAF-12 ag | hcDAF12 agonist | PG9 binder | ADAM10 inh | GC-A act | DAX1 inh-1 | ADAM17 inh | DAX1 inh-2 | SMARCA2 act
O=C(Nc1ccc(-c2cn3c(n2)SCC3)cc1)c1ccco1 is entered as -1.1 | 3.8 | 7.1 | 1.6 | -2.5 | 9 | -10 | -0.6 | -2 | 0.5 | 14*
CC1(C)Cc2ccccc2-c2nnc(C(F)(F)F)n21 is entered as -1.2 | 0.2 | 3.0 | -1.6 | -1.6 | 1 | -3 | -1.3 | 2 | 0.0 | -2

Next section.
SMILES	ssDAF-12 act	GAA850 FXN act	hgDAF-12 ag	hcDAF12 agonist	PG9 binder	ADAM10 inh	GC-A act	DAX1 inh-1	ADAM17 inh	DAX1 inh-2	SMARCA2 act
O=C(Nc1ccccc1Cl)Oc1ccc(-c2ccccc2)cc1	-1.2	0.6	0.0	-2.2	2.3	13	13	0.0	-5	0.3	6
CC12CC(c3ccccc3O1)N(C(=O)c1ccc(Br)o1)C(=O)N2c1ccccc1 (stereo not drawn)	-0.3	-0.8	2.4	-0.8	-4.0	3	-6	1.2	0	0.3	3
Cc1cc(CO)nn1-c1ccc([N+](=O)[O-])cc1	-1.5	2.1	0.8	-0.2	-5.2	5	-1	/	-4	-0.1	0
Cc1noc(C)c1C(=O)Nc1c(F)cc(F)cc1Br	-1.6	-2.0	-1.1	-0.8	-0.2	-8	-2	-0.3	-3	-0.5	2
O=S(=O)(c1cccc2nsnc12)N1CCNCC1	-1.0	-0.7	0.0	-0.1	-0.6	-7	4	-1.5	-4	-0.1	-2
O=C(CN1c2ccccc2Sc2ccccc21)N/N=C/c1ccc(Cl)cc1Cl	-1.4	1.0	0.8	-1.3	1.1	5	-4	0.6	-3	-0.1	-1
CC1CCN(c2ccc(NC(=O)Cn3c(=O)oc4ccccc43)cc2)CC1	-1.1	0.0	-0.2	0.1	0.1	-1	10	0.1	4	-0.4	0
Cc1c(N2C(=O)CSC2=S)c(=O)n(-c2ccccc2)n1C	-1.1	1.5	3.5	-1.5	-4.2	5	-1	2.1	0	-0.2	-3
CN(C(=S)NC(=O)c1ccccc1)c1c(N)n(Cc2ccccc2)c(=O)[nH]c1=O	-1.1	1.8	0.1	-0.7	-1.9	-6	2	3.2	-5	0.2	-1
O=C(COC(=O)c1cccnc1Cl)NCCc1ccccc1	-1.2	-0.8	-0.9	0.1	-0.6	-23	1	-0.4	0	2.9	-2
COc1ccc(C(=O)COC(=O)[C@H](C)Nc2ccc(C(F)(F)F)cc2[N+](=O)[O-])cc1	-0.8	0.8	-1.0	-0.4	-1.0	12	2	0.9	6	-0.1	-5
Cc1ccc2c(C)c(C)c(=O)n(C)c2c1	-0.2	0.3	-0.9	-0.7	-1.1	-39	-1	1.5	-10	-1.1	-1
C1CCC2=NCCCN2CC1	-1.4	-4.8	4.3	-0.8	-2.2	-1	2	1.1	2	-0.5	3
O=C(NCc1csc(-c2cccs2)n1)C1CCCCC1	0.3	5.2	7.6	3.6	-0.6	-23	-3	4.5*	-8	1.0	1
CN(CCNC(=O)c1cc2c(-c3ccccc3F)nn(C)c2s1)C1CCCCC1	-0.6	-1.3	5.0	3.5	1.4	-148	-24	3.5	-46	0.7	-2
COc1ccc(CCN2CC(C(=O)N3CCSCC3)CCC2=O)cc1 (stereo not drawn)	-0.7	-1.1	-1.6	-1.0	-1.4	-1	1	2.6	2	0.0	-1
O=C(Nc1cc(Cl)cc(Cl)c1)Nc1cnccn1	-0.9	-1.2	1.3	2.6	-3.0	-4	-2	-0.2	-3	-1.2	1
Cc1ccc(F)c(CNC(=O)C2CCC(=O)N(Cc3ccccn3)C2)c1F (stereo not drawn)	-0.4	0.3	-0.6	0.0	-2.4	6	0	0.3	3	0.8	-1
Cc1ccc(C)c(NC(=O)CSc2nnc(-c3ccccc3)n2N)c1	-0.6	-0.8	2.1	-1.1	0.3	-5	1	-0.2	-1	-0.7	0
Cc1ccc(NC(=O)CN2CCCC2c2cccn2C)cc1C (stereo not drawn)	-1.1	1.1	1.1	-0.5	0.7	-4	-7	-0.4	1	-0.6	3
O=C(Cc1cccs1)NC(c1ccccc1)c1ccccc1	0.1	4.0	1.4	0.3	-3.3	4	-12	2.4	0	0.0	2
CC(C)(C)OC(=O)N1CC(O)CC1C(=O)OCC(=O)c1ccc(-c2ccccc2)cc1 (stereo not drawn)	-1.0	1.6	-2.5	-0.1	-2.5	6	5	0.3	5	0.8	-4
O=Nc1c(O)[nH]c2ccc(Cl)cc12	-1.6	1.3	-2.2	0.4	-1.5	9	4	-0.6	-4	-0.2	0
C#CCNC(=O)C[C@@H]1C[C@@]2(C(=O)OCC)CCCC=C2N(Cc2ccc3c(c2)OCO3)C1=O	-1.5	/	-1.9	-1.2	3.6	-5	-4	/	5	0.4	-5
COc1ccc(N2CCN(c3ncccn3)CC2)cc1	0.7	3.0	1.9	-1.3	-2.0	3	0	0.0	7	1.3	2
COc1cccc(Cn2c(-c3nonc3N)nc3ccccc32)c1	-1.7	-3.6	-1.3	-1.5	-2.3	7	-11	-2.3	3	-2.0	-3
COc1ccc(C(O)c2nc(-c3cnc4ccccc4c3)cs2)cc1 (stereo not drawn)	0.1	5.9	9.7	1.8	0.3	2	2	/	4	1.8	0
CCc1nc2ccc(Cc3ccc4nc(CC)[nH]c4c3)cc2[nH]1	-1.8	-0.8	0.6	-2.8	-1.8	-3	-2	-0.6	-1	-0.5	1
COC(=O)c1ccc(C)c(NC(=O)CN(c2ccc3c(c2)OCO3)S(C)(=O)=O)c1	-0.9	0.9	-1.7	-1.5	-1.4	5	-3	-0.9	1	-0.2	2
Cc1ccc(NS(=O)(=O)Cc2ccccc2)cc1Cl	-0.7	0.4	-0.6	-1.5	-2.5	7	3	-0.4	-1	-0.1	1

DAX1 inh-1: hit marks shown above.
molecule,ssDAF-12 act,hcDAF12 agonist,PG9 binder,ADAM10 inh,GC-A act,DAX1 inh-1,ADAM17 inh,DAX1 inh-2,SMARCA2 act
O=C(NCc1csc(-c2cccs2)n1)C1CCCCC1,0.3,3.6,-0.6,-23,-3,4.5*,-8,1.0,1

The listing continues.
SMILES	ssDAF-12 act	GAA850 FXN act	hgDAF-12 ag	hcDAF12 agonist	PG9 binder	ADAM10 inh	GC-A act	DAX1 inh-1	ADAM17 inh	DAX1 inh-2	SMARCA2 act
OCCNc1nc(N2CCOCC2)nc(N2CCOCC2)n1	-1.7	2.6	0.1	-0.6	-0.6	1	0	-0.4	-7	-0.2	-2
O=C(OCC(=O)N1CCC(Cc2ccccc2)CC1)c1cc(Cl)ccc1O	-0.5	0.7	2.1	-0.1	-1.0	-14	-1	-1.4	-4	3.9*	-1
Cn1cnnc1SCC(=O)Nc1cccc(C(=O)O)c1	-0.7	-0.8	4.9	0.4	-1.4	-2	3	1.0	-1	0.7	3
CCOc1cc(S(=O)(=O)n2ccnc2)ccc1Br	-0.5	-0.4	5.2	-1.0	-0.6	5	-2	2.7	-3	-0.7	0
CCOc1ccc(/C=N/NC(=O)c2ccc(CSc3nc4ccccc4[nH]3)cc2)cc1	-1.8	1.0	0.9	1.4	-1.8	2	-1	0.5	2	0.2	1
O=C(NCCN1CCNCC1)c1ccccn1	-1.1	-0.3	0.5	-1.1	-1.0	5	0	0.7	1	0.2	6
CCOc1ccccc1CN1CCNC(=O)C1CC(=O)NCCc1ccccn1 (stereo not drawn)	-1.2	3.6	4.0	0.1	1.4	-3	3	0.4	-4	-0.4	0
Cc1ccc(C)c(N2C(=O)CC(Cc3ccc(Br)cc3)C2=O)c1 (stereo not drawn)	-1.1	0.1	-0.8	-1.3	-0.6	0	1	-0.2	-2	-0.6	-2
O=C(O)c1ccc(S(=O)(=O)N2CCC(NC(=O)C3CCCCC3)CC2)cc1	-0.8	-0.4	-1.1	-0.3	-0.7	-2	1	0.1	1	0.6	-2
CCCCOc1ccc(Nc2nc(C)cc(C)c2C#N)cc1	0.2	0.6	1.4	3.6	2.6	1	-5	1.0	-3	0.5	-1
Cc1cccc(C)c1NC(=S)NCCc1ccc(O)c(O)c1	-1.7	0.0	-2.9	-0.4	0.9	2	1	0.3	-2	1.1	-5

Three entries out of the list above, sorted by the number in DAX1 inh-1, ascending.
Compound | DAX1 inh-1
OCCNc1nc(N2CCOCC2)nc(N2CCOCC2)n1 | -0.4
Cc1cccc(C)c1NC(=S)NCCc1ccc(O)c(O)c1 | 0.3
CCOc1ccccc1CN1CCNC(=O)C1CC(=O)NCCc1ccccn1 (stereo not drawn) | 0.4

From PubChem
